Assay outcomes (PubChem BioAssay)
Mot1-301 SUMO – SUMOylation pathway inhibition by Mot1-301 growth rescue; growth rescue, % at 18.8 µM; AID 2716; S. cerevisiae Mot1-301 growth rescue, ATP luminescence, 38.5C; percent above DMSO median, 100 means doubled; 320,000 compounds, 1% hits;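 active = every valid replicate shows activation above 250% relative to neutral control wells; inactive = the rest, any valid replicate at or below 250%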;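 also: OY570 slx delta 5 strain wells were the positive control but not used for scaling; some compounds called inactive have numbers as strong as hits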
dFosB act – activators of mouse delta FosB homodimer; P13346; purified delta FosB, TAMRA-CDK5 oligo fluorescence polarization; percent of positive-control signal above neutral wells; activation, % at 25 µM; 340,000 compounds, 0.99% hits; AID 493131;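 active = mean activation above about 17%, with every replicate also reaching it, limit read from the data, passing the limit was not always enough; inconclusive = only one of the two conditions met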;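 also: fluorescence polarization rise as delta FosB binds a TAMRA Cdk5 AP-1 oligo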
Target sequence (P13346 whole entry, looked up): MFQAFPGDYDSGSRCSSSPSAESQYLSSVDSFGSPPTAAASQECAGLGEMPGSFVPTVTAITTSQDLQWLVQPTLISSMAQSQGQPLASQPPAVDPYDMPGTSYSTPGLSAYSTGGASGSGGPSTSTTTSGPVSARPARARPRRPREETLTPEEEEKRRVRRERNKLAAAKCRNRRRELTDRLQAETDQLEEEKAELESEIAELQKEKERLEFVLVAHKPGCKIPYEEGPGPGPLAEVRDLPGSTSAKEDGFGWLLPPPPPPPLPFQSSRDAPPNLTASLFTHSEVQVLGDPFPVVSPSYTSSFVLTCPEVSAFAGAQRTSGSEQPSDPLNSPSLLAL
Keap1 Nrf2 FP – disrupts human Keap1 binding to Nrf2 peptide | 340,000 compounds, 0.15% hits | inhibition, % at 9.4 µM | Keap1 Kelch-Nrf2 peptide fluorescence polarization, 1536-well; in the data active = inhibition above about 12%; inconclusive = no clear call, values can overlap the other calls; inactive = below about 7.3%;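 also: human Keap1 Kelch domain with fluorescein labeled Nrf2 9mer peptide probe; 0% = neutral control wells and 100% = peptide positive control; higher means more block of Keap1 binding to Nrf2 peptide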
PfHsp90 yeast 2 – inhibits growth of yeast expressing Plasmodium falciparum Hsp90; inhibition, % at 9.4 µM; AID 504621; 310,000 compounds, 0.32% hits; S. cerevisiae expressing PfHsp90, BacTiter-Glo ATP, 48 h; yeast lacking PDR1 and PDR3 efflux regulators;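 active = every replicate shows inhibition above about 80%, whatever the replicate mean, limit read from the data; inconclusive = mean inhibition reaches the set limit but some replicate falls short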;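 also: 0% = DMSO neutral controls and 100% = 20 µM radicicol positive controls; yeast relying on Plasmodium falciparum Hsp90 in place of its own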
PvdQ inh – blocks Pseudomonas aeruginosa PvdQ acylase activity; purified PvdQ acylase, fluorescence plate reader; inhibition, % at 10 µM; 340,000 compounds, 0.063% hits; in the data active = inhibition above about 30%, passing the limit was not always enough; inconclusive = no clear call, values can overlap the other calls;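 also: 0% = vehicle neutral wells and 100% = reference inhibitor wells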
CDK5 p35 inh – blocks human CDK5/p35 kinase activity. 330,000 compounds, 0.01% hits. Q00535+Q15078. inhibition, % at 10 µM. AID 488839. Recombinant CDK5/p35, ADP-Glo luminescence, 60 min;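 active = highest replicate inhibition of at least 50% and at least 75% of replicates reaching 50%; inconclusive = only one of the two criteria met; inactive = both criteria failed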;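 also: plate controls were DMSO neutral control for no effect and GW8510 at 10 µM for full effect; many of its hits are not listed in these tables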
Target sequence (Q00535 whole entry, looked up): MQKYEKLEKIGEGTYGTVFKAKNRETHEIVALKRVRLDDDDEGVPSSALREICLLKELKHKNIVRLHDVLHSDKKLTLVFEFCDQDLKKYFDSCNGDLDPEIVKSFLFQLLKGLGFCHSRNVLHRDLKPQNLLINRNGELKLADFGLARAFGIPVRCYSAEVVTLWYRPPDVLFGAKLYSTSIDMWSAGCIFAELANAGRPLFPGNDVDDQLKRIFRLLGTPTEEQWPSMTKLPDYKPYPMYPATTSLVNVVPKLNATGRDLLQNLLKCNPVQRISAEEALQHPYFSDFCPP
Target sequence (Q15078 whole entry, looked up): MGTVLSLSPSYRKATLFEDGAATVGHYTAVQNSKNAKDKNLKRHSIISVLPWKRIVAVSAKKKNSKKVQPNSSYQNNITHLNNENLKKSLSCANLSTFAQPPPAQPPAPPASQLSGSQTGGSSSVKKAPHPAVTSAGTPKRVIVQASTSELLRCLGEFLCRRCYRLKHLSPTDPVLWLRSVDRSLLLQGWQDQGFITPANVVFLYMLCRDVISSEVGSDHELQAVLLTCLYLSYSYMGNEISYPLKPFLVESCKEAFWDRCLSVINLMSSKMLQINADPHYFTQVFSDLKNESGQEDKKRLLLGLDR
Cardiac RTF inh – cardiac RTF calcium desensitization; P19429+P45379; IANBD-labeled cardiac RTF, Ca2+ fluorescence; inhibition, % at 7.15 µM; 340,000 compounds, 0.12% hits;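 active = inhibition above the mean inhibition of all tested compounds plus 3 SD, cut at about 17% in these data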;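 also: assay run at fixed EC70 calcium of 1.6 mM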
cardiac RTF act – cardiac RTF calcium sensitization; P19429+P45379; IANBD-labeled TnC RTF fluorescence at EC20 calcium; 0% EC20 calcium, 100% full calcium; activation, % at 7.2 µM; 340,000 compounds, 0.24% hits; AID 493008;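 active = activation above the mean over all tested compounds plus 3 SD, cut at about 30% in these data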;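 also: rise in fluorescence read as greater calcium sensitivity of cardiac thin filaments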
LANA DNA inh – inhibitors of KSHV LANA C-terminal domain DNA binding | inhibition, % at 9 µM | 340,000 compounds, 0.078% hits | MBP-C-LANA/FAM-LBS DNA binding, fluorescence polarization;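 active = highest replicate inhibition at or above 60% at 9 µM, even if other replicates fall short; inactive = all replicates below 60% inhibition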;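 also: 0% = neutral control wells and 100% = 4 µM acridine orange control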
Rtt109 HAT inh – inhibitors of Candida albicans Rtt109/Vps75 histone acetyltransferase; AID 540336; 330,000 compounds, 0.16% hits; purified Rtt109/Vps75, ThioGlo CoA-SH fluorescence, 4 h; inhibition, % at 34.9 µM; Q5AAJ8;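 active = inhibition of at least 50% in every replicate; inconclusive = best replicate reaches 50% inhibition but some replicates fall short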
NSD2 HMT inh – blocks human histone methyltransferase NSD2 | NSD2 peptide methylation, AlphaScreen, 120 min | inhibition, % at 12.5 µM | 310,000 compounds, 0.54% hits; in the data active = inhibition above about 50%
The depositor's hits bear a star; ? = inconclusive; nt = not tested or not shown.

SMILES | Mot1-301 SUMO | dFosB act | Keap1 Nrf2 FP | PfHsp90 yeast 2 | PvdQ inh | CDK5 p35 inh | Cardiac RTF inh | cardiac RTF act | LANA DNA inh | Rtt109 HAT inh | NSD2 HMT inh
CCCS(=O)(=O)N1CCN(C(=O)COc2ccccc2)CC1 | 3.1 | 0.1 | 0.6 | 17.5 | -1.9 | 2.5 | 1.0 | -2.0 | 1.6 | 4.5 | -1.4
CC1(C)Oc2ccc3ccc(=O)oc3c2/C(=C/Nc2cccc(O)c2)C1=O | 14.9 | -2.7 | 2.6 | -47.3 | -4.6 | 0.5 | nt | nt | -1.0 | 2.9 | -3.1
CC(=O)Nc1ccc(S(=O)(=O)NCc2ccc(C(=O)NC(C)c3ccccc3)cc2)cc1 (centres undefined) | -4.2 | 6.4 | -0.8 | -9.3 | -0.1 | 0.6 | 1.4 | -2.4 | -0.2 | 2.5 | -7.3
O=C(O)CCC(=O)NNC(=O)c1cccc(Br)c1 | 61.8 | 5.8 | 1.1 | -19.2 | 0.7 | 0.1 | -2.9 | -2.0 | -0.3 | -14.0 | 1.2
COc1ccc(CC(=O)OCC(=O)NC2CC2)cc1 | 11.5 | -3.2 | 0.4 | -30.1 | -5.6 | 3.0 | -11.8 | 3.5 | -1.1 | 1.4 | -1.9
COc1ccc(Cl)cc1-c1n[nH]c(=S)o1 | 98.2 | -14.1 | -2.8 | -19.5 | -2.6 | 0.8 | -4.4 | 3.1 | -2.2 | 1.1 | -0.6
Cc1nn(-c2ccccc2)c(Cl)c1CN(C(=O)CCl)c1cccc2ccccc12 | -8.9 | -6.3 | -16.0 | 20.2 | -15.0 | 0.0 | -7.5 | 4.3 | -3.8 | 5.7 | 0.9
COCCNC(=O)C(=O)N/N=C(\C)CC(=O)Nc1cccnc1 | nt | 0.4 | 0.3 | nt | 7.7 | -0.2 | -1.5 | -1.8 | 0.0 | -1.6 | -4.3
CCOc1ccc(NC(=O)Cn2nnc(-c3ccccc3NC(=O)CC)n2)cc1 | 4.5 | 11.2 | 5.1 | -15.0 | -10.1 | 0.0 | 5.7 | 0.1 | 1.1 | 4.1 | -1.3
Cc1ccc(NC(=O)c2ccc(OCc3c(C)noc3C)cc2)c(C)c1 | 0.0 | -6.0 | -5.0 | 12.3 | -10.3 | -0.1 | -5.7 | 1.4 | -0.2 | 0.0 | nt
COC(=O)c1sccc1Oc1ccc(Cl)cc1N1C(=O)CCC1=O | 0.0 | -6.8 | -4.4 | -1.4 | -4.3 | -5.9 | -23.4 | 15.8 | -0.2 | 2.0 | -1.3
Cc1sc2nc(SCC(=O)N(C)c3ccccc3)n(C)c(=O)c2c1C | -21.0 | -13.2 | -4.8 | 14.2 | 6.2 | -2.4 | 4.2 | 0.0 | 6.6 | 13.1 | 4.6
COc1ccc(-n2ncc3c(SCC(=O)N4CCN(c5ccccc5OC)CC4)ncnc32)cc1 | -4.5 | -2.7 | 0.5 | nt | -0.7 | -1.1 | -1.2 | -1.1 | 0.5 | -5.8 | -0.7
CCN(CC)CCCNC(CC(=O)Nc1cccc([N+](=O)[O-])c1)C(=O)O (centres undefined) | -13.9 | -2.5 | -3.0 | -23.6 | -4.9 | -1.3 | -5.3 | -1.3 | -2.6 | -5.2 | 17.4
Cc1cc(C(=O)N2CCCC(CCC(=O)N3CCN(c4ccccn4)CC3)C2)c(C)o1 (centres undefined) | 19.2 | -0.6 | -6.2 | -11.8 | -18.2 | -2.3 | 5.6 | -1.7 | 2.8 | -1.4 | nt
Cc1ccc(NC(=O)CCCCCN2C(=O)[C@@H]3Cc4ccccc4CN3C2=O)c(C)c1 | 50.8 | -6.2 | 1.4 | 2.1 | -5.0 | nt | -1.8 | -2.9 | -0.9 | -1.1 | -1.3
O=C(N[C@@H](Cc1ccccc1)C(=O)OCc1ccccc1)c1nc[nH]c1C(=O)N1CCc2ccccc2C1 | 17.7 | -4.5 | 0.2 | 12.0 | -1.7 | 1.4 | 12.2 | -1.6 | -1.7 | 2.6 | nt
O=S(=O)(c1cc(Cl)c(Cl)cc1Cl)N1CCN2CCCC2C1 (centres undefined) | 47.7 | -2.2 | -7.9 | 4.2 | -2.2 | -3.0 | -7.8 | 5.7 | 1.4 | 2.8 | 2.6
CC(C)(C)C(=O)Nc1cccc(-c2ccc[nH]2)n1 | nt | 3.2 | -4.8 | 9.4 | -16.4 | 0.8 | -9.4 | -3.7 | -3.9 | -1.5 | 3.3
CCC(=O)Nc1ccc2c(c1)nc(CCN1CCN(C)CC1)n2C | -14.6 | -3.1 | -4.9 | -40.8 | -3.1 | -0.5 | -2.4 | 15.6 | -1.6 | -13.4 | 4.5
COc1ccc(S(=O)(=O)N2CCN(C)CC2)cc1NC(=O)c1ccccc1C | 68.5 | 4.9 | 0.8 | 18.6 | -0.3 | -1.6 | -8.7 | -4.8 | -1.0 | -6.4 | 7.1
COc1ccc(C(=O)NCCS(=O)(=O)N(C)Cc2ccccc2)cc1 | 6.6 | -5.7 | 3.4 | nt | 0.6 | 0.7 | -12.4 | -5.3 | 0.9 | 7.3 | -0.7
COc1ccccc1CN1CCN(Cc2nc(-c3ccccc3)no2)CC1 | -17.6 | -6.2 | -3.8 | 26.6 | -13.0 | 0.6 | -10.7 | 2.1 | -0.5 | -9.7 | -1.4
Cc1ccc(S(=O)(=O)N(CC(=O)Nc2ccc(Cl)cc2)C(=O)N2CCN(C)CC2)cc1 | nt | -22.7 | -8.2 | -30.4 | -24.0 | 0.0 | -14.0 | 2.0 | -0.6 | -1.9 | -1.3
CC(C)n1cc2c(N)ncnc2n1 | nt | -8.7 | 0.1 | -14.9 | -5.7 | 2.0 | 2.9 | -4.1 | -2.3 | -3.7 | -0.8
COc1ccc(-c2cc(C(=O)Nc3cc(Cl)ccc3O)no2)cc1 | -11.6 | -1.4 | 1.1 | -12.0 | -5.4 | 1.6 | -2.9 | -1.4 | 0.4 | -1.4 | 1.8
COc1ccccc1CN1CC(C(=O)NCc2ccc(SC)cc2)CCC1=O (centres undefined) | nt | -9.0 | 3.6 | -3.3 | -11.8 | -0.2 | -3.8 | 4.7 | -0.1 | 1.2 | -5.3
CS(=O)(=O)N(CC(=O)N1CCOCC1)c1cc(C(F)(F)F)ccc1Cl | -5.6 | 1.2 | ? | -9.3 | -8.8 | -0.5 | -6.8 | 2.0 | 2.0 | -8.1 | -5.1
N#Cc1ccccc1OCc1nnc(-c2ccccc2Br)o1 | 34.7 | -2.3 | 3.9 | -36.8 | -3.5 | 0.0 | 5.1 | -1.9 | -1.2 | -6.8 | -5.7
CCn1c(=O)n(CC(=O)NC2CCCC(C)C2C)c(=O)c2ccccc21 (centres undefined) | 8.0 | -1.7 | -3.8 | 7.5 | -13.0 | -0.2 | -6.8 | -2.7 | 1.3 | -8.1 | 0.2
O=C(COC(=O)c1cccc(NS(=O)(=O)c2ccc(F)c(F)c2)c1)NC(=O)NC1CCCCC1 | -4.7 | -10.5 | -0.8 | -25.9 | -7.5 | 0.8 | -0.2 | 0.8 | -0.6 | -3.4 | 1.1
CCN(CC)c1ccc(/C=C2\NC(=O)NC2=O)cc1 | -20.9 | -4.0 | -0.4 | -24.8 | -13.9 | 0.2 | 0.5 | 2.5 | -1.4 | 4.2 | -0.8
Cc1ccc(S(=O)(=O)Nc2nc3ccccc3nc2NCC2CCCO2)cc1C (centres undefined) | -4.8 | -6.5 | 1.5 | -0.9 | -4.9 | 0.1 | -5.5 | -1.2 | -11.7 | -9.9 | 2.2
CN(CC(=O)Nc1ccccc1C(F)(F)F)C(=O)CSc1nnnn1C | -9.7 | 1.6 | -7.5 | 3.5 | -3.5 | 0.7 | 3.4 | -2.5 | -1.8 | -5.0 | -0.2
Oc1ccc(-c2csc(-c3ccccc3)n2)cc1O | 39.5 | -7.1 | -5.1 | -6.6 | -3.1 | 2.6 | 9.8 | -13.2 | -1.8 | 17.1 | 17.6
COc1ccc(Cc2nn3c(-c4ccccc4OC)nnc3s2)cc1 | 6.9 | -6.3 | -3.6 | -20.2 | -6.6 | -0.1 | -2.6 | -3.9 | -0.5 | 0.5 | -2.3
CCCc1cc(=O)oc2c(C)c(OCC(=O)c3ccc(N4CCCC4)cc3)ccc12 | nt | -11.1 | -2.5 | 17.2 | 10.8 | 2.2 | -5.0 | -5.5 | -1.7 | -6.4 | 14.2
COc1ccccc1C(=O)Nc1ccc(C(=O)/C=C/c2cccs2)cc1 | -11.4 | -5.3 | 3.9 | 2.3 | 5.3 | -1.7 | -0.7 | -8.2 | 0.6 | nt | 0.3
Cc1cccc(C)c1N1CCN(C(=O)N2CCCCC2)CC1 | 167.2 | -2.6 | -3.9 | -34.0 | -4.5 | 0.3 | -6.1 | -2.8 | 0.6 | 1.4 | 0.5
Cc1cccc(NC(=O)C2Cc3ccccc3CN2C(=O)OCc2ccccc2)c1C (centres undefined) | nt | -3.1 | -1.2 | -9.3 | -3.0 | -0.2 | -6.5 | 9.6 | -0.6 | -4.3 | -0.6
COc1ccc([N+](=O)[O-])cc1NC(=O)COC(C)=O | -9.1 | -1.1 | -0.9 | -25.2 | -13.1 | 0.2 | -16.5 | 6.4 | -0.2 | -0.3 | -1.1
COc1ccc(-c2nnn(CC#N)n2)cc1OC | 561.0 | 4.5 | -0.4 | 2.5 | -17.8 | 0.2 | 0.5 | -4.0 | -3.1 | 4.5 | 1.2
Cc1ccc(Cc2nc(-c3cccc(C)c3)no2)cc1 | 16.9 | -6.9 | 0.7 | -44.4 | -10.6 | 1.2 | -4.0 | -1.7 | 1.3 | 0.7 | 2.9
CC(C)Oc1ccccc1-c1cc(C(=O)N/N=C/c2cccnc2)c2ccccc2n1 | -8.7 | -12.1 | 3.9 | 10.3 | -8.2 | 1.0 | -13.4 | -5.7 | 2.3 | 11.9 | -0.4
COCCNC(=S)N/N=C(\C)c1ccc(-n2ccnc2)cc1 | 17.3 | -4.6 | -4.3 | -28.3 | -5.2 | -2.9 | -7.7 | -3.3 | -0.2 | -0.8 | 1.5
N#CC(=NCc1cccnc1)C1=C(O)c2ccccc2C1=O | 0.9 | -5.1 | -5.6 | -3.0 | 4.9 | -0.6 | -7.3 | 3.7 | -0.1 | -7.5 | -1.2
COc1ccc(C(=O)/C=C/c2ccc(OC)c(COc3ccccc3F)c2)cc1 | -1.8 | -10.7 | -1.7 | -13.0 | -27.9 | -5.3 | -2.6 | 12.9 | 0.3 | -0.4 | -3.0
CCN(CCn1cccn1)C(=O)c1cc(COc2cc(C)ccc2C)on1 | -11.5 | -8.9 | 2.1 | -6.0 | -7.6 | -2.4 | -3.6 | 2.7 | 0.5 | -2.4 | -2.4
